# Apoferritin bind = qHTS Assay for Identification of Novel General Anesthetics | actives 0.074% (n = 350,000) | Potency, µM (doses to about 77.5 µM), for inactives: top-dose activity change, negative = displacement, hits mostly inhibitors | apoferritin/1-aminoanthracene competitive binding, fluorescence | Ferritin light chain (Equus caballus), P02791 | AID 485281, 2010; also: % is scaled to controls: 0 for no effect and ±100 for the full control effect; nearly all actives have a fitted effect of over 20% in size
# Target sequence (P02791 2-175 limits assumed): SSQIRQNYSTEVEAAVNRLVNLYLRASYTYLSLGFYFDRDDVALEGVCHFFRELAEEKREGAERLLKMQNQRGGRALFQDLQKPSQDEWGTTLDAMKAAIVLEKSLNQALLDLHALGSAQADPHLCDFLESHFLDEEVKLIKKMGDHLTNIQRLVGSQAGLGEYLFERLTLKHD
#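 Probe: 1-aminoanthracene (50% saturated, PBS). Protein: horse-spleen apoferritin, 10 uM. Incubation: 10 min, room temperature. Detection: 380 nm excitation, 535 nm emission. Analysis: normalized response, four-parameter Hill.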
# Pol kappa inh = qHTS for Inhibitors of Polymerase Kappa; DNA polymerase kappa (Homo sapiens), Q9UBT6; actives 0.53% (n = 400,000); Potency, µM (series often up to 107 µM), for inactives: top-dose activity, negative = inhibition, most hits filed as inhibitors; purified Pol kappa, fluorescent DNA synthesis assay, 10 min; also: % is scaled to controls: 0 for no effect and ±100 for the full control effect
#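 10 nM Pol kappa was preincubated with compounds for 15 min at room temperature. Reaction started with 50 nM (final) substrate. Fluorescence read kinetically at 0 and 10 min.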
# POLH inh = qHTS for Inhibitors of Polymerase Eta. actives 1.2% (n = 390,000). recombinant Pol eta, fluorescent DNA replication assay. DNA polymerase eta (Homo sapiens), Q9Y253. Potency, µM (highest dose often 114 µM), inactives show at the highest dose activity change, negative = inhibition, hits mostly inhibitors; also: % is scaled to controls: 0 for no effect and ±100 for the full control effect
#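 Fluorescent replication assay: 50 nM final substrate added after a 15 min room-temperature compound preincubation with 10 nM enzyme. Signal taken at 0 min and again at 10 min.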
# G9a block = qHTS Assay for Inhibitors of Histone Lysine Methyltransferase G9a. Histone-lysine N-methyltransferase EHMT2 (Homo sapiens), Q96KQ7. G9a H3K9 monomethylation, AlphaScreen, 2 h. Potency, µM (top dose mostly 102 µM), without a hit: at the highest dose activity, negative = inhibition, usual class: inhibitors. actives 8.8% (n = 350,000); also: % is scaled to controls: 0 for no effect and ±100 for the full control effect; nearly all actives have a fitted effect of over 75% in size
# Target sequence (Q96KQ7 913-1193 limits assumed): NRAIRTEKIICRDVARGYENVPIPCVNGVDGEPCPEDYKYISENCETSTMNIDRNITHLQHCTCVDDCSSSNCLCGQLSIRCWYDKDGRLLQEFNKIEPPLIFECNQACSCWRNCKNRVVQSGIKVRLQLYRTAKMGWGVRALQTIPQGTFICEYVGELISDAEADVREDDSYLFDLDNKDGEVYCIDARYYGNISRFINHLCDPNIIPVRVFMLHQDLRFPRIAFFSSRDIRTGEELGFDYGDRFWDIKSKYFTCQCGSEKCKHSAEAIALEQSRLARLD
#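 Compounds were preincubated with 20 nM G9a for 15 min, after which biotinylated H3K9 peptide (500 nM) and SAM (20 uM) started a 2 h room-temperature reaction. Monomethylated product was quantified by antibody-based AlphaScreen chemiluminescence.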
# BAZ2B block = qHTS Assay for Inhibitors of BAZ2B. Bromodomain adjacent to zinc finger domain protein 2B (Homo sapiens), Q9UIF8. Potency, µM (doses to about 114 µM), for inactives: at the top dose activity change, negative = inhibition, usual class: inhibitors. actives 4.4% (n = 360,000). AID 504333, 2011. AlphaScreen BAZ2B-H3K14Ac peptide displacement; also: % is scaled to controls: 0 for no effect and ±100 for the full control effect; nearly all actives have a fitted effect of over 60% in size
#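 Multi-concentration screen (max 110 uM) measuring displacement of acetylated histone H3 peptide from BAZ2B by AlphaScreen, using 50 nM protein, 50 nM peptide and 10 ug/mL streptavidin donor plus Ni-chelate acceptor beads.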
# APEX1 inh = qHTS Assay for Inhibitors of the Human Apurinic/apyrimidinic Endonuclease 1 (APE1). Potency, µM (doses to about 65.8 µM), without a hit: at the highest dose activity change, negative = inhibition, usual class: inhibitors. recombinant APE1, TAMRA/BHQ-2 abasic DNA cleavage fluorescence. actives 0.35% (n = 350,000);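 also: plate controls were vehicle for no effect and reference inhibitor for full effect; nearly all actives have a fitted effect of over 55% in size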
# Target sequence (P27695 whole entry, looked up): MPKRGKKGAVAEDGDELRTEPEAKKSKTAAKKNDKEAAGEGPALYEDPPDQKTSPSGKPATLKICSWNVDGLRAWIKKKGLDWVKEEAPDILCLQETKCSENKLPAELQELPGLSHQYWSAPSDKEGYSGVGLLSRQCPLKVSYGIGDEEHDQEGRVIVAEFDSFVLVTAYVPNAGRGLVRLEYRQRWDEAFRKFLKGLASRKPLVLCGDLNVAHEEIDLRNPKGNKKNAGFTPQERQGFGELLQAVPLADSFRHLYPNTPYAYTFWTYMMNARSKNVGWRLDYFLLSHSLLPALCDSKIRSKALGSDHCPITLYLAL
#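 Readout is kinetic fluorescence (ex 525, em 598 nm) from cleavage of 50 nM TAMRA/BHQ-2 THF abasic duplex by 0.75 nM APE1, compound added 15 min beforehand at RT.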
# POLI inh = qHTS for Inhibitors of Polymerase Iota. DNA polymerase iota (Homo sapiens), Q9UNA4. Pol iota fluorescent replication assay, 10 min. Potency, µM (series often up to 115 µM), without a hit: top-dose activity, negative = inhibition, hits mostly inhibitors. actives 1% (n = 390,000). AID 588590, 2011
#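 Pol iota at 10 nM preincubated 15 min with compounds at room temperature; reaction started with fluorescent substrate, 50 nM final. Fluorescence read kinetically at 0 and 10 min; buffer-only wells as negative control.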
# Pol beta inh = qHTS Assay for Inhibitors of DNA Polymerase Beta | P06746 | actives 1.3% (n = 340,000) | Potency, µM (titrated, usually from 114 µM), without a hit: at the top dose activity change, negative = inhibition, most hits filed as inhibitors | AID 485314, 2010 | Pol beta primer extension/strand displacement, fluorescence kinetic; also: % is scaled to controls: 0 for no effect and ±100 for the full control effect
#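 10 nM enzyme + cpd, 15 min RT; start with substrate 50 nM final; read 0 min and after 10 min RT. Corrected, normalized data; 4-parameter Hill curve fit.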
# BLM helicase inh = qHTS Assay for Inhibitors of Bloom's syndrome helicase (BLM); RecQ-like DNA helicase BLM (Homo sapiens), P54132; recombinant BLM DNA unwinding, fluorescence dequenching; Potency, µM (highest dose often 56.1 µM), for the others: top-dose activity change, negative = inhibition, usual class: inhibitors; actives 0.2% (n = 350,000);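 also: plate controls were vehicle for no effect and no enzyme for full effect; nearly all actives have a fitted effect of over 35% in size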
# Starred values were filed as active, the others as inactive; ? = inconclusive; nt = no result given; & = joins results of further samples; [ ] = dose if it differs, or a comment. Calls follow the shape of the dose curve; as a rule, active = well fitted curve in the direction sought with a large enough effect; inconclusive = small, poorly fitted or top-dose-only effect, or another doubt; inactive = no such curve, though single readings can be large; an effect the other way counts as inactive or inconclusive. Potency is read from the fitted curve at half-maximal effect.
SMILES,Apoferritin bind,Pol kappa inh,POLH inh,G9a block,BAZ2B block,APEX1 inh,POLI inh,Pol beta inh,BLM helicase inh
COc1ccc(OCC(=O)NCCc2ccc(S(N)(=O)=O)cc2)cc1,-5%,2%,-14%,-7%[59 µM],-5%,-7%,11%,14%,-3%
CCOC(=O)c1ccc(N2N=C(C)/C(=C/C=C/c3ccco3)C2=O)cc1,-8%,-25%,-14%,?,6.3µM*,4%,?,?,6%
CN(C)S(=O)(=O)c1ccc(N2CCOCC2)c(C(=O)NCc2ccc3c(c2)OCO3)c1,nt,-6%,5%,1%[12.7 µM],3%,4%,27%,nt,nt
O=C(O)C1CC(=O)N(CCc2c[nH]c3ccccc23)C1 (stereo not drawn),-16%,0%,-10%,12%,-16%,0%,11%,2%,-1%
Cc1ccc(-c2cc(Cc3ccc(N(C)C)cc3)c(=O)[nH]n2)cc1,-17%,-13%,18%,-28%,-22%,2%,9%,15%,1%
COc1ccc(S(=O)(=O)N2CCC(NC(=O)c3cccc(F)c3)CC2)cc1,-5%,-1%,-7%,27%,5%,4%,11%,5%,2%
COc1ccccc1NC(=O)C(C)OC(=O)Cc1ccsc1 (stereo not drawn),nt,-3%,-11%,6%,0%,45%,46%[activator],nt,nt
CC[N+](C)(CC)CC(O)COCC1COc2ccccc2O1 (stereo not drawn),-10%,6%,-7%,6.3µM*,5%,4%,23%,-15%,2%
COc1ccc(Br)c(C(=O)OCC(=O)N2CCc3ccccc32)c1,nt,-19%,-5%,nt,nt,-2%,85%[activator],nt,nt
COc1cc(OC)c(NC(=O)CSc2nccn2C)cc1Cl,-6%,12%,-4%,5%[59 µM],-31%,nt,-1%,38%,-1%
O=C(NCc1nnc2c(C(F)(F)F)cc(Cl)cn12)C1CCCC1,0%,10%,-6%,12%,-3%,53%[activator],11%,42%,-2%
Cc1ccc2nc(N=C(N)N)nc(C)c2c1,-13%,10%,-6%,?,-8%,?,48%[activator],-9%,103%[activator]
CC(NC(=O)c1cc(=O)[nH]c2ccccc12)c1ccc(F)cc1F (stereo not drawn),-1%,1%,12%,16%,4%,-6%,37%[activator],19%,-10%
CCCCOc1ccccc1C(=O)N(Cc1cccc(F)c1)C1CCS(=O)(=O)C1 (stereo not drawn),-11%,12%,-12%,4%[59 µM],-9%,nt,8%,-3%,-1%
O=C1CCc2cc(S(=O)(=O)N3CCN(c4ccc(F)cc4)CC3)cc3c2N1CC3,nt,-16%,6%,?,4%,42%,7%,nt,nt
COc1ccc(N2C(=O)CC(Cc3ccccc3OC)C2=O)cc1 (stereo not drawn),-7%,-4%,-22%,13%,-9%,15%,160%[activator],17%,-13%
Cc1c(Cl)cccc1NC(=S)NC(=O)CCN1C(=O)c2ccccc2C1=O,-3%,-16%,-10%,-2%[59 µM],-2%,-2%,-7%,15%,2%
O=C(CNS(=O)(=O)c1ccc(Br)s1)Nc1ccc2c(c1)OCCO2,-12%,-3%,-9%,-40%,0%,-8%,7%,1%,-3%
O=[N+]([O-])c1ccc(Cl)c(S(=O)(=O)NCCc2ccccn2)c1,nt,-14%,-2%,nt,nt,-6%,19%,nt,nt
CCc1nc(Nc2ccc(OC)cc2OC)c2oc3ccccc3c2n1,271%[activator],-20%,?,-48%,-26%,14%,?,3%,-7%
O=C(Cc1csc2nc(-c3ccccc3)cn12)NCc1ccc(F)cc1,56%[activator],-8%[60.1 µM],-17%,13%[59 µM],1%,nt,18%,4%,-1%
CC(C)C(=O)NC(=S)Nc1sc2c(c1C(N)=O)CCCC2,-11%,-13%,?,4µM*,-27%,2%,-4%,-27%,-14%
CC(C)Cc1nc2oc3c(NCc4cccnc4)ncnc3c2c2c1CCC2,-12%,-6%,?,-33%,1%,-1%,28%,19%,-2%
CN(C(=O)CC1C(=O)NCCN1Cc1c(F)cccc1Cl)C1CCOCC1 (stereo not drawn),-9%,8%,-7%,45µM*,0%,68%[activator],28%,11%,-1%
O=[N+]([O-])c1cccc(CSc2nnc3ccccn23)c1,-7%,-7%,-7%,-6%,1%,-2%,70%[activator],?,-5%
Cc1noc(C)c1C(=O)N1CCC2(CC1)CN(c1ncccn1)C2,nt,-1%[60.1 µM],nt,-3%[12.7 µM],nt,-1%,nt,nt,3%
S=c1[nH]nc(Cn2cnc3ccccc32)n1-c1ccccc1Cl,4%,2%,-23%,nt,20%,-3%,27%,16%,-6%
CC(C)CCn1c(N2CCc3ccccc3C2)nc2c1c(=O)[nH]c(=O)n2C,-7%,-14%,-13%,1%[59 µM],-30%,-2%,-3%,-1%,-7%
CC1CCN(CCCOc2ccc(Br)cc2Cl)CC1,-10%,-13%,-22%,16µM*,56µM*,2%,102%[activator],1%,2%
O=C(O)c1cccc(NC(=S)N/N=C/c2ccccc2OCc2ccc(Br)cc2)c1,-20%,-38%,?,?,50µM*,1%,?,?,-3%
COC(=O)CCC(=O)Nc1cc(OC)c(OC)cc1Cc1nccc2cc(OC)c(OC)cc12,-2%,0%,-6%,6%,1%,40%[activator],50%[activator],3%,-1%
Cc1ccc(NC(=O)CN2C(=O)S/C(=C/c3ccc(-c4cc(C(=O)O)ccc4C)o3)C2=O)cc1C,-23%,79µM*,20µM*,3.5µM*,11µM*,?,22µM*,7.1µM*,?
CCOC(=O)c1cnc2c(C)cc(C)cc2c1Nc1cccc(C(=O)O)c1,-2%,-5%,-4%,9%[59 µM],-14%,nt,9%,26%,-1%
COc1ccc(-c2cc(=O)oc3cc(OC(C)C(=O)NC4CC4)ccc23)cc1 (stereo not drawn),-3%,-2%,?,-4%,-9%[57.1 µM],48%[activator],18%,4%,-1%
C[C@H](NC(=O)c1ccco1)C(=O)NNC(=O)c1ccc(F)cc1,nt,-2%,-9%,nt,nt,3%,-11%,nt,nt
CCOC(=O)c1cc2sccc2n1CC(=O)N1CCN(C(=O)c2ccco2)CC1,-12%,-1%,-3%,14%,5%,8%,10%,6%,-1%
CN(C)c1c([N+](=O)[O-])ncn1C,-10%,2%,-9%,-6%,-22%,-2%,8%,-18%,0%
CCN1CCN(Cc2ccc(NC(=O)c3cc(NC(=O)c4cncc(-c5ccc(C#N)cc5)c4)cc(OC)c3)cc2C(F)(F)F)CC1,-6%,-6%,2%&-12%,2%[12.7 µM],-17%,21%,1%,21%,-5%
O=C(CSc1nnc(C2CC2)n1Cc1ccccc1)NCc1ccccc1,-10%,1%,-4%,-6%[59 µM],-12%,0%,12%,12%,-1%
Cn1c(SCC(=O)Nc2ccc3c(c2)OCCO3)nnc1C(F)(F)F,nt,6%,-11%,?,8%,5%,26%,nt,nt
CC1CC(C)CN(CC(O)COCc2ccccc2F)C1 (stereo not drawn),-1%,6%,-14%,5%,0%,31%,-1%,24%,-4%
COc1ccc2c(C)cc(SCC(=O)N(C)C3CCS(=O)(=O)C3)nc2c1 (stereo not drawn),-6%,-5%,-2%,-1%,-30%,4%,?,-3%,-3%
Cc1cccc(N2CCN(C3(c4ccccc4)C(=O)c4ccccc4C3=O)CC2C)c1 (stereo not drawn),-17%,-13%,-19%,8.9µM*,8.9µM*,nt,-10%,-8%,-8%
Fc1ccc(CN2CCc3nc(Nc4ccccc4)ncc3C2)cc1F,?,-8%[60.1 µM],-6%,-41%[59 µM],-25%,nt,9%,-1%,-5%
COC(=O)C(NNc1ccc(F)cc1)(NC(=O)c1ccccc1)C(F)(F)F (stereo not drawn),-2%,-2%,-17%,25µM*,-4%,-3%,-1%,25%,-4%

# Reprinted at random: 5 compounds from above.
SMILES,Apoferritin bind,Pol kappa inh,POLH inh,G9a block,BAZ2B block,APEX1 inh,POLI inh,Pol beta inh,BLM helicase inh
C[C@H](NC(=O)c1ccco1)C(=O)NNC(=O)c1ccc(F)cc1,nt,-2%,-9%,nt,nt,3%,-11%,nt,nt
CCOC(=O)c1cnc2c(C)cc(C)cc2c1Nc1cccc(C(=O)O)c1,-2%,-5%,-4%,9%[59 µM],-14%,nt,9%,26%,-1%
COC(=O)C(NNc1ccc(F)cc1)(NC(=O)c1ccccc1)C(F)(F)F (stereo not drawn),-2%,-2%,-17%,25µM*,-4%,-3%,-1%,25%,-4%
Cn1c(SCC(=O)Nc2ccc3c(c2)OCCO3)nnc1C(F)(F)F,nt,6%,-11%,?,8%,5%,26%,nt,nt
Cc1cccc(N2CCN(C3(c4ccccc4)C(=O)c4ccccc4C3=O)CC2C)c1 (stereo not drawn),-17%,-13%,-19%,8.9µM*,8.9µM*,nt,-10%,-8%,-8%

# The results go on:
SMILES,Apoferritin bind,Pol kappa inh,POLH inh,G9a block,BAZ2B block,APEX1 inh,POLI inh,Pol beta inh,BLM helicase inh
CCCCn1c2ccc(F)cc2c2nnc(SCCN(CC)CC)nc21,?,-1%,-14%,-6%[59 µM],-34%,nt,-19%,0%,3%
CC(=O)c1ccc(NC(=O)Cn2cnc3nc4c(cc3c2=O)CC(C)CC4)cc1 (stereo not drawn),-14%,-7%[60.1 µM],-5%,5%[59 µM],-2%,nt,?,-16%,-3%
CCOc1cc(N2CCOCC2)c(OCC)cc1NC(=O)c1ccc(NC(C)=O)cc1,-7%,-4%,-4%,-27%,-30%,-4%,76%[activator],-3%,0%
O=C(c1cc(-c2ccc(O)cc2)on1)N1CCOCC1,1%,-7%,-12%,-6%[59 µM],-2%,52%[activator][12.4 µM],-4%,-17%,0%
CSCCC(NC(N)=O)C(=O)Nc1ccc(C)cc1 (stereo not drawn),-13%,-8%,-5%,4%,-10%,-6%,35%[activator],7%,-4%
CSc1sc(C(=O)O)c2c1C(=O)CCC2,-2%,-3%,3%,?,-30%,10%,4%,?,4%
CC(C)c1ccc(C(=O)NC2=NCCS2)cc1,-2%,-7%,-19%,?,5%,2%,189%[activator],-7%,-2%

# Screening results: PubChem, National Center for Advancing Translational Sciences (NCATS)

# These rows are one share of the data; count on the stated rates, not on these rows.
